NPR1 activator – GC-A stimulated cGMP production enhancers – HEK293 GC-A cells, cGMP TR-FRET, EC30 ANP, primary screen; 370,000 tested, 0.14% active; Atrial natriuretic peptide receptor 1 (Homo sapiens), P16066; activation, % at 10 µM; 0% at EC30 ANP, 100% saturating ANP; in the data active means activation above about 40%
hcDAF-12 act – H. contortus DAF-12 nuclear receptor activators, primary screen, cell-based, luminescence, HEK293, lit1-tk-luc reporter. HEK293 hcDAF-12 lit1-tk-luc reporter; 0% DMSO, 100% Δ7-dafachronic acid. activation, % at 6.8 µM. 370,000 tested, 1.4% active. AID 652067, 2013;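 active means activation above the mean of all tested compounds plus 3 SD, cut at about 5.5% in these data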;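 further: 100% = response to 3 µM Δ7-dafachronic acid high control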
FXN GAA850 act – FXN promoter activators, primary screen, cell-based, luciferase luminescence, HEK293 lucGAA850; HEK293 lucGAA850 FXN promoter luciferase reporter, 24 h; percent of 10 µM SAHA response; activation, % at 6 µM; 360,000 tested, 0.56% active;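 active means activation above the average of all compounds screened plus 3 SD, cutoff fixed separately per campaign, cut at about 7.5% in these data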;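 further: 0% = DMSO wells and 100% = 10 µM SAHA wells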
ADAM10 inh – human ADAM10 inhibitors, primary screen, biochemical, QFRET, HTS; recombinant ADAM10, EDANS/DABCYL FRET peptide cleavage, 3 h; inhibition, % at 7 µM; 370,000 tested, 0.62% active; AID 720582, 2013;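 active means inhibition above a per-campaign cutoff equal to the mean of compounds falling between control-based bounds plus 3 SD, cut at about 20% in these data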;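 further: 0% = DMSO wells while the 100% control is not disclosed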
Target sequence (O14672 214-748 limits assumed): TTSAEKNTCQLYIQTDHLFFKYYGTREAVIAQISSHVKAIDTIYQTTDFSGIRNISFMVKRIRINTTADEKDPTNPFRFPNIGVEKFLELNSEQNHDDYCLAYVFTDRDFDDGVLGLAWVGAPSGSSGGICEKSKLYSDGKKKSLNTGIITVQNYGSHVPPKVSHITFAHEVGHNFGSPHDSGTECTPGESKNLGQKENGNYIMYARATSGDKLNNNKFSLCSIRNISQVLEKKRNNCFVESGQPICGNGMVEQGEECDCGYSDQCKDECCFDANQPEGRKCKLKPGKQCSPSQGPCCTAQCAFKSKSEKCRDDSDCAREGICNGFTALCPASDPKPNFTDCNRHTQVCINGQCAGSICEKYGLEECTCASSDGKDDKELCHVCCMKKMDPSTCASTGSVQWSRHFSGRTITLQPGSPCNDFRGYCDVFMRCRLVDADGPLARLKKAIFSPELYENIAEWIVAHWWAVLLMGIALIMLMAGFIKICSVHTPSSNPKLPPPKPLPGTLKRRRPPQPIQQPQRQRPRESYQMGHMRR
SMARCA2 act – SMARCA2 (BRM) function activators, primary screen, cell-based, luminescence, high throughput; AID 652017, 2013; 370,000 tested, 1% active; activation, % at 9.1 µM; MG213 cells, MMTV-luciferase reporter, dexamethasone, overnight; in the data active means activation above about 7.8%;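 further: 0% = vehicle wells and 100% = reference activator wells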
hgDAF-12 ag – H. glycines DAF-12 receptor agonists, primary screen, cell-based, luminescence, HEK293, GAL4 fusion, UAS-luciferase; Nuclear hormone receptor DAF-12 (Heterodera glycines), GAL4 fusion; activation, % at 6.8 µM; AID 687014, 2013; 370,000 tested, 1.8% active; HEK293 GAL4-hgDAF12 UAS-luciferase reporter, agonist luminescence; normalized to butyrate control;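 active means activation above a cutoff set at the mean of all screened compounds plus 3 SD, cut at about 10% in these data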;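 further: 0% = DMSO wells and 100% = sodium butyrate wells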
ssDAF-12 act – S. stercoralis DAF-12 nuclear receptor activators, primary screen, cell-based, luminescence, HEK293, GRIP1 co-expression, lit1-tk-luc; AID 652126, 2013; activation, % at 6.8 µM; 370,000 tested, 1% active; HEK293 ssDAF-12/GRIP1 lit1-tk-luc reporter; % of 3 µM dafachronic acid response; Nuclear hormone receptor DAF-12 (Strongyloides stercoralis);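 active means activation above the mean over all tested compounds plus 3 SD, cut at about 0.9% in these data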;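 further: 0% = DMSO-only wells and 100% = 3 µM delta7-dafachronic acid wells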
ADAM17 inh – ADAM17 inhibitors, primary screen, biochemical, QFRET; recombinant ADAM17, EDANS/DABCYL FRET peptide cleavage; inhibition, % at 6.95 µM; 370,000 tested, 0.83% active; Disintegrin and metalloproteinase domain-containing protein 17 (Homo sapiens), P78536;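 active means inhibition above the mean of compounds lying between control limits plus 3 SD, set per campaign, cut at about 8.5% in these data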;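 further: 0% = DMSO-only wells as the low control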
DAX1 inh-1 – DAX1 (NR0B1) inhibitors, primary screen, cell-based, HEK293, Gal4-DAX1, luciferase luminescence; Nuclear receptor subfamily 0 group B member 1 (Homo sapiens), P51843; HEK293 Gal4-DAX1 luciferase reporter; inhibition, % at 6.75 µM; 340,000 tested, 0.99% active; AID 504766, 2011;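 active means inhibition above the mean over all tested compounds plus 3 SD, cut at about 4.2% in these data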;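 further: 0% = DAX1-transfected cells with DMSO and 100% = empty-vector control cells with DMSO; inhibition shows as a rise in luminescence from relieved DAX1 repression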
Target sequence (P51843 207-470 limits assumed): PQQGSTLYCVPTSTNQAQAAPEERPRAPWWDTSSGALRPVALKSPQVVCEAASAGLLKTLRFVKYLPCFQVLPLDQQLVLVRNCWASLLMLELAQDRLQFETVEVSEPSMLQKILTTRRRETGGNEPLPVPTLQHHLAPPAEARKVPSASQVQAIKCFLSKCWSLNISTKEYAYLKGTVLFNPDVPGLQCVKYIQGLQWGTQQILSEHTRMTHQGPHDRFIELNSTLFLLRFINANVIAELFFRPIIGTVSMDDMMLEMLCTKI
PG9 binder – binders of HIV-1 gp120 antibody PG9, primary screen, biochemical, TR-FRET; TR-FRET gp120-PG9 antibody binding; inhibition, % at 6.7 µM; 360,000 tested, 0.43% active; in the data active means inhibition above about 8.5%
DAX1 inh-2 – DAX1 (NR0B1) inhibitors on StAR promoter, primary screen, cell-based, luminescence, SF-1 (NR5A1), full-length DAX-1 | 370,000 tested, 1.1% active | HEK293T StAR-luciferase reporter, SF-1/DAX-1 repression relief | AID 652010, 2013 | inhibition, % at 6.8 µM;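 active means inhibition above the mean over all tested compounds plus 3 SD, cut at about 3.6% in these data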;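 further: 0% = DAX-1 cells with DMSO and 100% = cells lacking DAX-1 with DMSO; higher inhibition means more luminescence from relief of DAX-1 repression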
* marks the source's active call; other numbers are inactive results; i = inactive; nt = not tested or not shown. Outcome played no part in choosing rows. About 6.8% of those tested had a hit in this group.

SMILES | NPR1 activator | hcDAF-12 act | FXN GAA850 act | ADAM10 inh | SMARCA2 act | hgDAF-12 ag | ssDAF-12 act | ADAM17 inh | DAX1 inh-1 | PG9 binder | DAX1 inh-2
CC1=NN(c2ccccc2)C(=O)C1C(=O)c1ccccc1 (stereo not drawn) | 2 | -0.6 | -0.6 | 2 | 0 | -2.4 | -0.6 | 1 | 0.7 | -0.9 | 0.6
O=C(O)c1ccc(C2SCC(=O)N2Cc2ccccc2)cc1 (stereo not drawn) | 4 | 0.3 | -0.3 | 2 | 1 | -0.3 | -0.6 | -4 | 0.1 | 0.4 | -0.1
COc1ccccc1NC(=O)C(=O)/C=C(\O)c1ccccc1 | 1 | 3.8 | 2.0 | -47 | 10* | 8.5 | -0.5 | -16 | 1.2 | 2.1 | 0.7
CC1CCc2c(sc(/N=C/c3ccco3)c2C(N)=O)C1 (stereo not drawn) | -3 | 0.4 | 2.8 | -13 | 8.8* | 2.7 | -1.1 | -7 | 3.0 | -3.4 | 1.5
O=C1C(=O)N2C(=C1C(=O)N1CCCCCC1)c1ccccc1CC21CCCC1 | 0 | -1.8 | -0.7 | 1 | 0 | -1.4 | -1.6 | -1 | 2.0 | 0.7 | -0.6
O=C(CCc1ccccc1)N[C@H]1[C@@H](OC(=O)c2cnccn2)CCC[C@]12C(=O)N(Cc1ccccc1)c1ccccc12 | -12 | -0.9 | nt | -4 | -4 | -1.2 | -0.8 | 0 | nt | nt | -0.1
Brc1ccc(OCCn2ccnc2)cc1 | 6 | 0.1 | 0.6 | 4 | 0 | 0.2 | -1.2 | 1 | -0.7 | 0.2 | -0.6
N#Cc1ncccc1CCc1cccc(Cl)c1 | 3 | -1.4 | 2.6 | -5 | 3 | 4.7 | -0.8 | -2 | 0.2 | -0.8 | 0.0
COc1cc2c(cc1OC)C1(CCCC1)CNC2c1ccc([N+](=O)[O-])cc1 (stereo not drawn) | -3 | -0.8 | 0.1 | 2 | -1 | -0.9 | -1.4 | 0 | -0.8 | 1.0 | -0.5
Cc1cc(/C=C(/C#N)C(=O)Nc2ccccc2)c(C)n1-c1cccnc1 | 1 | 1.4 | 3.3 | 0 | 1 | 11* | -1.3 | -3 | 0.0 | -0.5 | 1.9
CCOc1ccc(NC(=O)c2ccccc2CO)cc1 | 3 | 0.1 | 0.9 | -2 | 4 | 7.2 | -0.8 | -3 | -0.1 | -1.4 | 1.6
CCOc1ccc(C(=O)NCCc2ccccc2)cc1 | 6 | 6.6* | -4.0 | -11 | 1 | 6.9 | 0.1 | -4 | -1.6 | 0.2 | 5.7*
CCOC(=O)c1[nH]c(C)c(C(=O)OCC(=O)N(C)C2CCS(=O)(=O)C2)c1C (stereo not drawn) | -1 | -1.9 | 1.7 | 6 | 2 | -0.8 | -1.6 | -1 | 1.3 | -1.0 | -0.5
CC(OC(=O)CCN1C(=O)C2CC=CCC2C1=O)C(=O)c1ccc(F)cc1 (stereo not drawn) | 3 | 0.4 | 1.8 | 0 | 0 | 4.3 | 0.4 | -2 | 1.5 | -0.1 | -0.3
O=C(CCS(=O)(=O)c1ccc(F)cc1)Nc1nc(-c2ccncc2)cs1 | 3 | -2.3 | -2.0 | -1 | -3 | -1.2 | -1.5 | -2 | -0.4 | -1.6 | -1.5
COc1ccc(S(=O)(=O)N(C)C)cc1NC(=O)c1ccc(OCC(=O)N2CCOCC2)c(OC)c1 | 5 | -0.3 | -0.8 | -4 | -2 | -1.4 | -1.5 | -3 | 0.4 | 0.7 | 0.2
O=C(/C=C/c1cccc(Cl)c1)Nn1c(-c2cccs2)nc2ccccc2c1=O | 2 | -1.1 | 1.1 | -8 | -1 | -4.0 | -1.3 | -2 | 0.9 | -0.3 | 0.0
COc1cccc(-c2nc(CS(=O)(=O)CC(=O)Nc3cc(C)ccc3C)c(C)o2)c1 | -18 | 0.1 | -0.2 | 0 | -1 | 1.3 | -0.8 | 0 | -0.1 | 3.9 | 0.3
CCCN(CC(=O)Nc1ccc(F)c(F)c1F)C(=O)Cc1ccc(OC)c(S(=O)(=O)N2CCOCC2)c1 | 1 | -1.2 | -0.3 | -3 | -3 | -0.9 | -1.4 | -4 | 0.7 | -2.3 | -0.8
CC1=NC(=O)C(N=Nc2cccc(C(=O)O)c2)N1c1ccccc1 (stereo not drawn) | 0 | 10* | -3.9 | -14 | -2 | 16* | 1.5* | -3 | -4.4 | -0.8 | 3.4
Cc1ncsc1CCOC(=O)c1ccc(Cl)cc1 | -9 | 0.0 | 1.6 | 13 | -4 | 2.7 | -1.2 | 4 | 1.5 | -3.0 | -0.2
CCC(=O)N1CCCC(C)(C(=O)Nc2nccc3cccnc23)C1 (stereo not drawn) | 1 | 0.6 | 1.5 | -8 | -1 | 0.8 | -0.2 | -2 | nt | -1.5 | -1.1
CCNc1nc(NCC)n2c(SCC(=O)Nc3ccc(OC)c(OC)c3)nnc2n1 | 2 | 1.3 | 0.6 | -3 | 1 | -0.1 | -0.7 | -6 | 1.0 | -2.3 | -0.3
COc1ccc2c(c1OC)C(=O)N(c1ncn[nH]1)C2 | -2 | 0.8 | 2.0 | -37 | 6 | 2.1 | -1.1 | -11 | -0.1 | -0.9 | 0.3
O=C1Nc2cc3c(cc2Sc2ccccc21)OCCO3 | -11 | -0.6 | -0.8 | 11 | -2 | -0.3 | -1.0 | 1 | -0.9 | 1.5 | 0.1
CCC1(CC)NC(=O)N(CC(=O)OC(C)C(=O)Nc2ccccc2OC)C1=O (stereo not drawn) | 1 | -0.8 | -0.6 | 4 | -2 | -0.5 | -0.8 | -4 | 0.5 | -0.4 | 0.6
O=c1[nH]nc(Cc2ccc(Cl)cc2)c2ccccc12 | 6 | -1.6 | 1.8 | 0 | -1 | -0.4 | -0.9 | -3 | -0.7 | -1.1 | 0.4
S=C(NCCCc1cnc[nH]1)NCCCN(Cc1ccc(Cl)c(Cl)c1)c1ccc(Br)cn1 | -9 | -1.6 | -0.1 | -8 | -4 | -5.9 | -1.2 | -2 | nt | -1.1 | -9.4
O=C(Nc1ccc(Cl)c(Cl)c1)Nn1cnnc1 | -1 | -2.2 | 1.3 | -5 | -3 | 0.2 | -1.5 | -2 | -1.5 | 0.1 | -0.2
NC(=O)C1CCN(C(=O)COc2ccc(S(=O)(=O)NCc3ccccc3)cc2Cl)CC1 | 4 | -1.1 | -0.1 | -2 | 2 | 1.1 | -0.3 | -4 | -0.2 | -1.6 | -0.6
Cc1c(OC(=O)CNC(=O)OC(C)(C)C)ccc2c3c(c(=O)oc12)CCC3 | 5 | -1.5 | -1.0 | i | -3 | -2.3 | -1.2 | i | 0.1 | -0.7 | 0.0
Cc1ccccc1-n1c(=O)cc(NCC2CCCO2)[nH]c1=O (stereo not drawn) | 3 | 0.1 | 0.9 | -2 | -1 | -3.0 | -1.7 | -3 | -1.4 | -0.5 | 0.9
Cc1ccc(CC2(C)C(=O)Nc3c(Cl)cccc32)cc1 (stereo not drawn) | -8 | -0.9 | -0.1 | -9 | -4 | -2.5 | -1.7 | 2 | nt | 0.2 | -2.3
CCN(CC)CCCNC(=O)c1cc2nc3c(c(C(F)(F)F)n2n1)CCc1ccccc1-3 | 12 | -1.3 | 1.7 | -56 | 2 | 3.1 | -0.5 | -22 | 0.9 | -1.0 | 0.2
O=C(NC1CCCCC1)C(c1ccc(F)cc1)N(C(=O)c1csnn1)C1CCCC1 (stereo not drawn) | -11 | -0.6 | -2.8 | 6 | -1 | -0.2 | -0.8 | 0 | 0.8 | -0.3 | 0.2
O=C(CC1c2ccccc2Oc2ccccc21)N1CCN(c2ccccn2)CC1 | -5 | -0.7 | 0.2 | 4 | 0 | 0.4 | -1.4 | 1 | -0.4 | -2.0 | -0.1
CCCCC(=O)OCc1nc(N)nc(Nc2ccccc2C)n1 | 1 | -0.6 | 1.1 | 12 | 3 | 10 | -1.4 | -4 | 0.4 | -0.8 | -0.2
CC(=O)Nc1ccc(NC(=O)CCSCCc2ccccn2)cc1 | 5 | -1.0 | 1.8 | -2 | -1 | -1.9 | -0.6 | -4 | 0.5 | -0.4 | 0.3
CC(C)(C)SCCNC(=O)CN(c1ccccc1)S(=O)(=O)c1ccc(F)cc1 | 1 | -0.9 | -1.2 | -7 | -2 | -2.7 | -0.4 | -2 | 0.2 | -2.4 | -0.6
CC1CCc2c(sc(NC(=O)c3ccc(-c4ccccc4[N+](=O)[O-])o3)c2C#N)C1 (stereo not drawn) | 0 | 0.8 | 1.6 | -5 | -2 | 2.3 | 0.0 | -2 | -0.1 | -2.5 | 1.0
NC(=O)CSc1nc2ccc([N+](=O)[O-])cc2[nH]1 | 0 | -1.0 | 2.0 | 0 | -4 | -1.1 | -1.2 | -1 | -0.4 | 1.4 | 0.1
Cc1ccc(S(=O)(=O)N2CCCCC2)cc1NC(=O)CCc1nc2ccccc2c(=O)[nH]1 | -1 | -0.1 | -1.1 | -7 | -2 | -2.3 | -1.2 | -6 | -1.5 | 1.3 | 0.8
COc1ccc(C(NC(=O)C2C3C=CC(C3)C2C(=O)O)c2ccccc2)cc1 (stereo not drawn) | -2 | -0.9 | -1.7 | 5 | 3 | 0.0 | -1.8 | -1 | -0.6 | -1.8 | 0.1
COc1ccc(C(=O)/C=C/c2ccc(OC3CSC3)cc2)cc1OC | 0 | -1.5 | 1.1 | 9 | 1 | -0.4 | -1.5 | 0 | -1.3 | -0.6 | -0.7
O=C(NCC1CCCO1)c1ccccc1-c1nc(-c2ccc(F)cc2)no1 (stereo not drawn) | 0 | 0.1 | 2.3 | 2 | -1 | 0.1 | -1.5 | -3 | -1.6 | 0.7 | 0.2
CCOC(=O)c1c(COC(=O)c2ccco2)nc2ccccc2[n+]1[O-] | 2 | 0.3 | -2.4 | 1 | 2 | 0.8 | -1.2 | 1 | 0.6 | -2.3 | 0.5

Entries of single compounds from above. Values in the order: NPR1 activator | hcDAF-12 act | FXN GAA850 act | ADAM10 inh | SMARCA2 act | hgDAF-12 ag | ssDAF-12 act | ADAM17 inh | DAX1 inh-1 | PG9 binder | DAX1 inh-2
Entry for CCOC(=O)c1c(COC(=O)c2ccco2)nc2ccccc2[n+]1[O-] → 2 | 0.3 | -2.4 | 1 | 2 | 0.8 | -1.2 | 1 | 0.6 | -2.3 | 0.5
Entry for O=C(NCC1CCCO1)c1ccccc1-c1nc(-c2ccc(F)cc2)no1 (stereo not drawn) → 0 | 0.1 | 2.3 | 2 | -1 | 0.1 | -1.5 | -3 | -1.6 | 0.7 | 0.2

From PubChem BioAssay
